TPT1 inh: blocks Candida albicans tRNA 2'-phosphotransferase; 300,000 tested, 0.81% active; recombinant caTPT1, FP RNA substrate dephosphorylation; inhibition, % at 5 µM; AID 1962;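 active = inhibition above the mean of all tested compounds plus 3 SD, set per screening campaign, cut at about 24% in these data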;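 note: plate controls were DMSO alone for no effect and ferristatin control at 100 nM for full effect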
PP1 counter: PP1-alpha (human) inhibition in PP5 counter-screen; P62136; purified PP1alpha, OMFP fluorescence; inhibition, % at 6.7 µM; 320,000 tested, 0.9% active; AID 2235;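 active = inhibition above the mean inhibition of all tested compounds plus 3 SD, computed separately for each screening campaign, cut at about 15% in these data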
Target sequence (P62136 whole entry, looked up): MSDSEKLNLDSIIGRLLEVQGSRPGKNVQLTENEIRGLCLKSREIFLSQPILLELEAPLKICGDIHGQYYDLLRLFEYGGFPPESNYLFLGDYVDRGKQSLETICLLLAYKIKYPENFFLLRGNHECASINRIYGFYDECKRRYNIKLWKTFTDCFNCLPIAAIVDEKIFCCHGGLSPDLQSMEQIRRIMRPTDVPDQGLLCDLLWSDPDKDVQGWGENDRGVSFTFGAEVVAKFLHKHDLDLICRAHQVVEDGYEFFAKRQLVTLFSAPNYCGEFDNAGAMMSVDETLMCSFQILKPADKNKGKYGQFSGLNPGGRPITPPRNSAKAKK
PREPL inhibitor: inhibits the human prolyl oligopeptidase-like enzyme | AID 2751 | inhibition, % at 5.96 µM | Q4J6C6 | recombinant PREPL, fluorescence polarization activity-based probe | 320,000 tested, 0.68% active; in the data active = inhibition above about 43%;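 note: 0% = enzyme with DMSO and 100% = wells lacking enzyme; many of its hits are not listed in these tables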
Target sequence (Q4J6C6 whole entry, looked up): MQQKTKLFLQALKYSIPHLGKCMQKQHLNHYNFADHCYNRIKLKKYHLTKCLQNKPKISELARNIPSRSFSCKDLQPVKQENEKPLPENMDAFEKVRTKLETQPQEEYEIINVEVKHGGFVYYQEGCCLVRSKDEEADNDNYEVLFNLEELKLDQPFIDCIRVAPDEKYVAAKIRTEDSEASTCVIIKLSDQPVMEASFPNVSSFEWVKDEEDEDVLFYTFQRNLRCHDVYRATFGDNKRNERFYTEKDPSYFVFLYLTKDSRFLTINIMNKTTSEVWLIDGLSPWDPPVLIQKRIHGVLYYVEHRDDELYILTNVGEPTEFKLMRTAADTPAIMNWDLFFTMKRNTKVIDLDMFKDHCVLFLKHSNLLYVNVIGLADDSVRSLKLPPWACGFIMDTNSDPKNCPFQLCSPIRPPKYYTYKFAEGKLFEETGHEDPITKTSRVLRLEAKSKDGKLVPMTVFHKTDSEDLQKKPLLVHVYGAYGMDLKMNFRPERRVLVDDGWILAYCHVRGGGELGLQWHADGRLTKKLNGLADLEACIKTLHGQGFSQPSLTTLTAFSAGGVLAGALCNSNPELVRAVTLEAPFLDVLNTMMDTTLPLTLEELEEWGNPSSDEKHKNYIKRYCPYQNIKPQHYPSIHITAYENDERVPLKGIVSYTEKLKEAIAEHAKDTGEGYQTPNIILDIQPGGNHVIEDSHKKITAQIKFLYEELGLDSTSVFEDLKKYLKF
ZTA counter: ZTA (EBV) inhibition in EBNA-1 counter-screen; 320,000 tested, 0.15% active; P03206; ZTA-DNA binding, fluorescence polarization; inhibition, % at 11 µM; in the data active = inhibition above about 33%
CTSL1 counter: counter-screen for PFM18AAP inhibitors: inhibitors of F. hepatica cathepsin L1; 300,000 tested, 0.49% active; recombinant F. hepatica cathepsin L1, Z-Leu-Arg-MCA fluorescence; inhibition, % at 5.96 µM;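 active = inhibition above the mean of all tested compounds plus 3 SD, set per screening campaign, cut at about 17% in these data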;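 note: 0% = plate median of test compound wells and 100% = 1 µM Z-Phe-Ala-diazomethylketone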
EBNA-1 inh: blocks EBNA-1 binding to DNA. EBNA-1 DNA binding, fluorescence polarization. inhibition, % at 14.8 µM. 300,000 tested, 0.34% active. AID 1950; in the data active = inhibition above about 28%
core dimer inh: HCV core protein dimerization inhibition; TR-FRET GST/Flag-core106 dimerization, 1536-well; inhibition, % at 5 µM; 300,000 tested, 0.33% active; AID 1899;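 active = inhibition above the mean of all tested compounds plus 3 SD, set per screening campaign, cut at about 45% in these data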
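System: GST-tagged and Flag-tagged HCV core protein residues 1-106 / Input: core106 proteins, GST 13.5 nM and Flag 17 nM / Buffer or medium: KF-containing HEPES buffer, pH 7.45, DTT, CHAPS, BSA / Probe or stimulus: Eu-anti-GST and XL665-anti-Flag labelled anti-tag antibodies / Schedule: 4 h, 22.5 °C incubation / Technique: TR-FRET 671 and 617 nm emission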
Efflux pump inh: blocks antifungal efflux pumps in multiplex yeast assay. S. cerevisiae Candida pump triplex, Nile Red efflux. inhibition, % at 10 µM. 330,000 tested, 0.44% active;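 active = plate passing quality check with inhibition over a set limit, or well fluorescence over plate mean plus 4 SD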;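 note: Nile Red retained in pooled yeast measured as flow cytometry median fluorescence; 0% = buffer negative control and 100% = Enniatin B positive control; higher means more Nile Red kept so more efflux inhibition; some compounds called inactive have numbers as strong as hits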
PP5 inh: inhibitors of human protein phosphatase 5 (PP5) | purified PP5c, OMFP substrate fluorescence | inhibition, % at 6.7 µM | 320,000 tested, 0.18% active | AID 1987;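 active = inhibition above the campaign's mean inhibition across all tested compounds plus 3 SD, cut at about 9.5% in these data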;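 note: 0% = DMSO only and 100% = 100 µM cantharidin control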
* marks the source's active call; other numbers are inactive results; nt = no result given.

mol	ZTA counter	TPT1 inh	Efflux pump inh	PP5 inh	core dimer inh	PP1 counter	PREPL inhibitor	EBNA-1 inh	CTSL1 counter
CC(=O)Nc1ccc(S(=O)(=O)N2c3ccccc3NC(=O)CC2C)c(Cl)c1 (stereo not given)	-1	-5	-0.2	-1.4	-2	-4	4	-3	-3
Cc1ccc(C)c(N2CCN(C(=O)CN(C)S(=O)(=O)c3cnc[nH]3)CC2)c1	2	-1	0.0	1.3	-3	-6	-7	-13	1
CC(=O)c1ccc(NC(=O)CC2Nc3cccc4cccc(c34)NC2=O)cc1 (stereo not given)	2	0	0.0	-0.7	3	4	18	-22	4
COc1cccc(CNC(=O)CCNS(=O)(=O)c2ccc3c(c2)CC(C)N3C(C)=O)c1 (stereo not given)	7	1	-0.1	0.5	5	0	1	11	2
Cc1ccc(S(=O)(=O)N2CCOCC2)cc1NC(=O)Cn1cc(C(F)(F)F)cc(Cl)c1=O	16	0	-0.1	2.3	2	0	-7	6	0
O=S(=O)(Nc1ccncc1Cl)c1ccccc1	-1	1	0.1	3.9	-1	-4	-5	-1	-3
O=C(CNCc1ccc(Cl)cc1)N1CCc2ccccc2C1	6	-3	0.0	1.1	8	1	-2	8	1
CN(C)S(=O)(=O)c1ccc(Cl)c(NC(=O)COC(=O)CC(NC(N)=O)c2ccc(Cl)cc2)c1 (stereo not given)	-1	2	0.1	2.3	2	-2	-3	-6	-9
O=C(c1cc(COc2c(F)cccc2F)on1)N(Cc1ccccc1)CC1CC1	-1	0	0.0	0.8	4	-2	-9	-5	2
O=C(O)c1ccccc1C(=O)N(c1ccccc1)c1ccccc1	-8	-3	-0.2	-0.9	-1	0	13	4	-2
Cc1cccc(NC(=O)Nc2ccc(F)cc2)n1	4	-2	-0.1	0.3	0	-1	0	6	-8
COc1ccc(C(=O)COc2ccc(F)cc2)c(O)c1C	-2	5	0.3	2.1	0	4	-1	-13	1
Cc1ccc(S(=O)(=O)N/N=C/c2ccc(C(=O)O)cc2)cc1	14	6	0.2	1.8	-3	-3	3	-6	-1
COC(=O)C1=C(C)NC(=O)CC1c1cc(Br)ccc1F (stereo not given)	-4	5	0.1	-4.4	2	-6	0	2	-3
CN1CCC(NC(=O)c2cccc(Oc3ccccc3)c2)CC1	4	-2	-0.2	1.0	-6	-5	-4	3	12
O=C(N/N=C/C=C/c1ccco1)c1ccncc1	7	-1	-0.1	-1.1	-2	-3	7	-8	2
CCOc1ccc(NC(=O)c2cccnc2C(=O)O)cc1	-7	0	-0.1	-0.7	0	-2	7	-1	2
O=c1c2ccccc2nnn1CSc1nnc(-c2ccc3c(c2)OCO3)o1	9	0	0.0	-1.2	8	4	-15	8	-3
Cc1cccc([C@H](NC(=O)OC(C)(C)C)C(=O)OC(C)(C)C)c1	-6	nt	0.1	2.3	nt	7	1	nt	nt
O=C(Nc1ccc(Cl)cc1)C(c1ccccc1)N1CCOCC1 (stereo not given)	-4	2	0.0	5.1	-6	2	2	-1	-10
COc1ccc(C(=O)NC2CCN(C(=S)NCc3ccco3)CC2)cc1	-5	1	0.4	1.5	1	3	16	7	-6
COc1ccc(CN2CCN(C(=O)C3CC(=O)N(C4CCCCCC4)C3)CC2)c(OC)c1OC (stereo not given)	10	-3	0.0	4.5	7	0	21	17	-3
C[N+]1(CC(=O)OCCCc2ccccc2)CCCC1	5	1	0.0	2.2	4	-4	2	6	2
Cc1ccc(CNC(=O)CSc2ncc(C(=O)Nc3ccccc3)c(=O)n2C)cc1	-5	1	0.1	-0.4	-1	0	-7	-11	8
CCOC(=O)N1CCN(C(=O)c2cc3sccc3n2C)CC1	3	-1	0.0	-2.0	-1	-1	5	1	-1
CC(=O)CSc1ccc(S(=O)(=O)N2CCN(C)CC2)cn1	5	nt	-0.2	-3.7	nt	-3	4	nt	nt
CC(C)N(Cc1cnn(C)c1)Cc1nc(Cc2ccccc2Cl)no1	5	2	0.5	1.9	1	-4	7	-6	0
CN(C)CCCNC(=O)c1ccc(-c2nc(-c3ccc(Cl)cc3)cs2)cc1	11	2	0.1	-0.4	-1	1	-95	5	1
O=C(Nc1cccc2ccccc12)OC1C=CS(=O)(=O)C1 (stereo not given)	-8	-4	0.0	0.4	-8	1	-15	7	2
O=C1c2ccccc2C(=O)N1Cc1cc(-c2ccccc2)no1	7	1	0.0	2.1	6	-2	9	2	0

Filtered by structure: the compounds so far containing a furan ring, fused or not.
mol	ZTA counter	TPT1 inh	Efflux pump inh	PP5 inh	core dimer inh	PP1 counter	PREPL inhibitor	EBNA-1 inh	CTSL1 counter
O=C(N/N=C/C=C/c1ccco1)c1ccncc1	7	-1	-0.1	-1.1	-2	-3	7	-8	2
COc1ccc(C(=O)NC2CCN(C(=S)NCc3ccco3)CC2)cc1	-5	1	0.4	1.5	1	3	16	7	-6

Further compounds follow:
mol	ZTA counter	TPT1 inh	Efflux pump inh	PP5 inh	core dimer inh	PP1 counter	PREPL inhibitor	EBNA-1 inh	CTSL1 counter
O=C(COc1ccc([N+](=O)[O-])cc1)NCc1ccncc1	-2	-2	-0.2	1.4	-4	-2	5	-2	2
COc1ccc(CCNS(=O)(=O)c2ccc(-c3ccc(=O)[nH]n3)o2)cc1OC	-21	-1	-0.4	0.4	0	-5	-2	0	-3
CCCOc1ccc(NC(=O)CC2C(=O)N(c3ccc(OCC)cc3)C(=S)N2C2CC2)cc1 (stereo not given)	1	2	-0.2	1.5	-3	0	11	2	-1
Cc1nc(Nc2ccc(Br)cc2Br)c([N+](=O)[O-])c(=O)[nH]1	12	-2	-0.1	-1.2	23	-1	3	12	2
COc1ccc(C(CNC(=O)COc2ccc(Br)cc2F)N2CCCC2)cc1 (stereo not given)	2	2	-0.2	0.9	-7	-2	18	8	1
CC(C)Oc1ccc2c(c1)OC(c1ccccc1)(C(F)(F)F)NC2=O (stereo not given)	6	-3	-0.8	-0.5	2	4	-3	1	6
O=C(OCC1COc2ccccc2O1)c1c(F)cccc1F (stereo not given)	8	0	0.2	4.1	1	2	-7	-10	2
COc1ccc(CCNC(=S)Nc2ccc(C)cc2C)cc1	8	-2	-0.2	2.4	2	0	-4	7	-3
CCOc1ccccc1C(c1c(C)n(C)n(-c2ccccc2)c1=O)c1c(C)n(C)n(-c2ccccc2)c1=O	-5	-5	-0.1	-0.5	1	0	15	0	3
CCNC(=O)NC(=O)C(C)On1nnc2ccc(S(=O)(=O)N(CC)CC)cc21 (stereo not given)	-2	0	-0.1	4.5	2	-2	-1	3	-2
CCCCn1c(=O)cc(O)c2ccccc21	-18	-6	0.0	-2.2	0	-1	14	8	1
CC(C)(CO)CNC1CCCN(C2Cc3ccccc3C2)C1 (stereo not given)	14	5	0.0	2.2	-6	-2	11	-3	-5
CCCCn1c(SCC(=O)NCc2ccco2)nc2ccccc2c1=O	10	-7	-0.1	-0.7	2	-2	-14	7	1
COc1ccccc1C(=O)C1CCCN(C(=O)c2cc(CC(C)C)nc(C)n2)C1 (stereo not given)	12	-1	-0.1	-0.3	4	2	14	-2	1
Cc1cc(=O)n2nc(N3CCC(C(=O)NCc4ccccc4F)CC3)sc2n1	-12	-2	-0.1	-0.5	0	0	11	-1	-5
Cc1cc(Cl)ccc1NC(=O)Cn1cncn1	-2	0	0.1	0.2	0	-1	4	12	3
Cc1cn(-c2cc(NC(=O)c3ccc(C)c(NC(=O)c4cccc(-c5cn[nH]c(=O)c5)c4)c3)cc(C(F)(F)F)c2)cn1	15	-1	-0.1	3.1	2	8	-2	9	1
COC(=O)c1ccc2c(=O)n(CCN3CCOCC3)c(=S)[nH]c2c1	4	-1	0.0	1.2	5	-5	15	1	2
CN1CCN(CCCNC(=O)c2ccc(/C=C3\Oc4ccccc4N(Cc4ccccc4F)C3=O)cc2)CC1	23	-2	0.0	0.8	-22	2	-92	4	4
Cc1ccc(OCC(=O)Nc2cc(NC(=O)COc3ccc(C)c(C)c3)cc(C(=O)O)c2)cc1C	20	2	0.0	4.8	12	16*	-52	15	6
CSc1ccccc1NC(=O)CSCc1ccc(Br)cc1	-3	1	0.2	2.8	3	4	4	-11	2
OC[C@H]1O[C@H](OCc2ccccc2)[C@H](O[C@@H]2OC[C@@H](O)[C@H](O)[C@H]2O)[C@@H](O)[C@@H]1O	13	-2	-0.4	0.7	0	-3	-9	11	-1
O=C1CS/C(=N\N=C\c2ccccc2Cl)N1CC1CC1	-22	-4	-0.3	4.8	-15	12	-49	-5	-4
COc1cc(NC(=O)c2ccco2)c(C(=O)O)cc1OC	-4	-1	-0.1	1.3	-3	-2	7	8	-2
O=C(N/N=C1/CC2C=CCC12)c1ccco1 (stereo not given)	0	0	0.2	3.8	2	-2	3	0	6
O=C(Nc1ccccc1C(=O)O)c1ccc(NC(=O)c2ccc(Br)o2)cc1	-9	0	0.2	6.4	-4	3	2	-6	2
O=C1CCCc2nc(N3CCCCC3)sc21	5	0	0.1	3.0	-6	-1	-4	4	2
CNC(=S)N(CCc1c(C)[nH]c2ccc(C)cc12)Cc1cccs1	-10	-1	0.3	4.5	-4	3	1	-14	-5
Cc1nc(C(=O)N(C)C)nn1-c1ccc(Cl)cc1Cl	-35	-1	0.0	3.4	-6	4	11	1	1
CCN(CC)S(=O)(=O)c1cc(NS(=O)(=O)c2c(Cl)cccc2Cl)ccc1C	-8	-1	-0.1	1.5	4	1	14	4	1
CCOc1ccc2sc(NS(=O)(=O)c3ccc(N)cc3)nc2c1	-1	2	0.0	-0.7	-3	1	2	-6	-5

Filtered by structure: the compounds so far containing an aryl methoxy group.
mol	ZTA counter	TPT1 inh	Efflux pump inh	PP5 inh	core dimer inh	PP1 counter	PREPL inhibitor	EBNA-1 inh	CTSL1 counter
COc1cccc(CNC(=O)CCNS(=O)(=O)c2ccc3c(c2)CC(C)N3C(C)=O)c1 (stereo not given)	7	1	-0.1	0.5	5	0	1	11	2
COc1ccc(C(=O)COc2ccc(F)cc2)c(O)c1C	-2	5	0.3	2.1	0	4	-1	-13	1
COc1ccc(C(=O)NC2CCN(C(=S)NCc3ccco3)CC2)cc1	-5	1	0.4	1.5	1	3	16	7	-6
COc1ccc(CN2CCN(C(=O)C3CC(=O)N(C4CCCCCC4)C3)CC2)c(OC)c1OC (stereo not given)	10	-3	0.0	4.5	7	0	21	17	-3
COc1ccc(CCNS(=O)(=O)c2ccc(-c3ccc(=O)[nH]n3)o2)cc1OC	-21	-1	-0.4	0.4	0	-5	-2	0	-3
COc1ccc(C(CNC(=O)COc2ccc(Br)cc2F)N2CCCC2)cc1 (stereo not given)	2	2	-0.2	0.9	-7	-2	18	8	1
COc1ccc(CCNC(=S)Nc2ccc(C)cc2C)cc1	8	-2	-0.2	2.4	2	0	-4	7	-3
COc1ccccc1C(=O)C1CCCN(C(=O)c2cc(CC(C)C)nc(C)n2)C1 (stereo not given)	12	-1	-0.1	-0.3	4	2	14	-2	1
COc1cc(NC(=O)c2ccco2)c(C(=O)O)cc1OC	-4	-1	-0.1	1.3	-3	-2	7	8	-2

High-throughput results deposited in PubChem BioAssay by several laboratories.

Only part of the results is shown; the hit share may differ from the screen's.
